hIAP block – blocks human intestinal alkaline phosphatase | P09923 | purified IAP, CDP-Star luminescence, 30 min | inhibition, % at 10 µM | actives 0.12% (n = 330,000);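 active means inhibition reaching a set limit with compound at 10 µM in the primary screen, cut at about 35% in these data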;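 further: plate controls were DMSO wells with enzyme for no effect and no-enzyme buffer wells for full effect; values of inactives mirror those of a sister screen read the other way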
mIAP act – mouse IAP activation. muIAP, CDP-Star luminescence, 30 min; stronger effect = higher value; 1 = vehicle-only enzyme signal, 0 = enzyme-free wells. activation factor at 10 µM. actives 0.24% (n = 330,000);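 active means activation factor of at least 2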; further: the source names both 10 and 20 µM as test concentration; values of inactives mirror those of a sister screen read the other way
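System: mouse IAP enzyme. Reagent: CDP-Star chemiluminescent phosphatase substrate. Benchmarks: DMSO wells, no-enzyme wells. Times: 30 min enzyme-substrate-compound incubation at room temperature. Detection: luminescence from enzymatic CDP-Star hydrolysis. Doses: test compounds delivered from DMSO solution.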
mIAP inh – blocks mouse intestinal alkaline phosphatase. purified mouse IAP, CDP-Star luminescence, 30 min. inhibition, % at 10 µM. actives 0.2% (n = 330,000);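 active means inhibition of at least 40% at 10 µM in the primary screen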;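 further: plate controls were DMSO with enzyme for no effect and no enzyme wells for full effect; values of inactives mirror those of a sister screen read the other way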
NALP3 yeast inh – NALP3 inhibition in yeast. Yeast reconstituted NLRP3/ASC/caspase-1, beta-gal luminescence, 24 h. inhibition, % at 10 µM. actives 0.39% (n = 330,000);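 active means inhibition of 50% or more; inactive means inhibition below 50%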;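 further: plate controls were induced DMSO wells for no effect and uninduced yeast grown without galactose for full effect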
beta cell repl – MIN6 beta-cell proliferation induction; MIN6 cells proliferation, ATPlite luminescence, 48 h; cells starved in 0.2% serum; 100% = growth in 10% serum; proliferation, % at 10 µM; actives 0.29% (n = 330,000); AID 2380;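 active means compounds whose signal lies at least 3.5 SD above the mean of all wells on their plate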;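 further: 0% = DMSO-treated cells in low-serum medium and 100% = 10% serum control; some compounds called inactive have numbers as strong as hits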
A3G deaminase – inhibitors of human APOBEC3G DNA deaminase; Q9HC16; recombinant A3G, ssDNA deamination FAM/TAMRA fluorescence; inhibition, % at 20 µM; actives 0.28% (n = 330,000);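 active means inhibition of at least 40% at 20 µM, with no more than 30% in the related APOBEC3A deaminase screen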;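 further: plate controls were DMSO wells with A3G for no effect and wells lacking A3G enzyme for full effect; some compounds called inactive have numbers as strong as hits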
Target sequence (Q9HC16 whole entry, looked up): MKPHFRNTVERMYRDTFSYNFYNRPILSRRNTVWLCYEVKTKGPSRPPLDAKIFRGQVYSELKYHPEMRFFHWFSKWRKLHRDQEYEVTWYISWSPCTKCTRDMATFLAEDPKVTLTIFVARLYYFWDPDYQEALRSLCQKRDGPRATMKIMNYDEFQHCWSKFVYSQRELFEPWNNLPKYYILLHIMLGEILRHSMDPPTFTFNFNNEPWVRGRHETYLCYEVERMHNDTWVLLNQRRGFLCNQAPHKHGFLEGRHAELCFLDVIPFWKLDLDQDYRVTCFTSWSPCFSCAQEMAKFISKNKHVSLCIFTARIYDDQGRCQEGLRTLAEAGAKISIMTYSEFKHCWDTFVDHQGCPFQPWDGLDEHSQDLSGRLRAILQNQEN
A3A deaminase – blocks human APOBEC3A ssDNA deamination. P31941. recombinant A3A, FAM/TAMRA ssDNA deamination fluorescence. inhibition, % at 20 µM. actives 0.41% (n = 330,000);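 active means at least 40% inhibition at 20 µM here, with at most 30% in a related deaminase screen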;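 further: plate controls were A3A with DMSO for no effect and wells lacking A3A enzyme for full effect; some results filed as inactive read as strong as hits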
Target sequence (P31941 whole entry, looked up): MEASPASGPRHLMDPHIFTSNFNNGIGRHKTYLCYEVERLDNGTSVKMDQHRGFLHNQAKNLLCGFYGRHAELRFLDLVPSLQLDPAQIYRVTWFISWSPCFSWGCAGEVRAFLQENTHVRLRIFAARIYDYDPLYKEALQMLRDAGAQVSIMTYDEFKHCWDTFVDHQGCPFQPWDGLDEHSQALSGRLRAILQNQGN
TIM10 inh – inhibits growth of TIM10 yeast strain. S. cerevisiae TIM10 strain growth, BacTiter-Glo luminescence, 24 h. actives 1.4% (n = 330,000). inhibition, % at 10 µM;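 active means inhibition of 40% or more at the single tested concentration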;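 further: wild-type TIM10 isogenic control strain grown at permissive 25 °C; 0% = DMSO yeast wells and 100% = minimal medium wells without yeast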
tim10-1 inh – tim10-1 yeast growth inhibition; actives 2.2% (n = 330,000); S. cerevisiae tim10-1 ts strain growth, BacTiter-Glo, 24 h; inhibition, % at 20 µM;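 active means inhibition of at least 40%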;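 further: mutant grown at 25 °C; 0% = DMSO wells with yeast and 100% = wells holding no yeast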
Active calls of the source: *.

Short forms: A = hIAP block; B = mIAP act; C = mIAP inh; D = NALP3 yeast inh; E = beta cell repl; F = A3G deaminase; G = A3A deaminase; H = TIM10 inh; I = tim10-1 inh
CC(CCc1ccccc1)NC(=O)C1CCN(S(=O)(=O)c2ccc(F)cc2)CC1 (stereo not given)
  A: -23	B: 1.1	C: -8	D: -13	E: -1	F: -6	G: -3	H: 5	I: 13
COc1ccc(-c2ccc(SC)nn2)cc1
  A: 3	B: 0.97	C: 2	D: 20	E: -4	F: 1	G: 4	H: 10	I: 25
COC(=O)c1scc(C)c1N/N=C(\C)c1cc(F)c(Cl)cc1F
  A: -2	B: 0.99	C: 1	D: 5	E: -5	F: -2	G: 1	H: -8	I: 10
O=C(NCCCN1CCOCC1)c1cccnc1
  A: -7	B: 0.98	C: 2	D: -6	E: 2	F: -2	G: -2	H: 2	I: 6
Cc1ccc(S(=O)(=O)CCC(=O)NC2CCCCC2)cc1
  A: 4	B: 1	C: -4	D: 3	E: -5	F: -6	G: 13	H: 9	I: 2
COc1ccc(/C=N\NC(=O)CC(=O)Nc2cccc(Cl)c2)cc1OC
  A: 5	B: 1	C: -2	D: 18	E: -2	F: -2	G: 2	H: 6	I: 3
Cc1ccc(S(=O)(=O)N2CC(C(=O)O)=CC[C@H]2c2ccc3c(c2)OCO3)cc1
  A: -9	B: 0.97	C: 3	D: 0	E: 1	F: -9	G: -1	H: 3	I: 3
CCN1CCN(c2ccc(S(=O)(=O)N3CCCCC3)cc2NC(=O)Cc2ccccc2)CC1
  A: 2	B: 0.94	C: 6	D: 13	E: -4	F: 11	G: 57*	H: 5	I: -13
CCn1c(CNc2ccc(C)cc2C)nnc1SCC(=O)N1CCCc2ccccc21
  A: 6	B: 1	C: -2	D: 8	E: -1	F: -1	G: 3	H: 12	I: 30
Cc1nc2ccccc2c2oc(C(=O)NCCCN3CCCC(C)C3)cc12 (stereo not given)
  A: -16	B: 1	C: -3	D: 5	E: -2	F: 1	G: 2	H: 3	I: -12
Cc1ccc(OCC(=O)NNC(=O)C(=O)N2CCCC2)c(C)c1
  A: 1	B: 0.8	C: 20	D: 16	E: 0	F: -3	G: -1	H: 4	I: 10
Cc1ccc(-c2nnc(-n3ncc(C#N)c3N)c3ccccc23)cc1C
  A: 13	B: 0.94	C: 6	D: 9	E: -3	F: 1	G: -2	H: 2	I: 21
CCn1nc(NC(=O)c2ccccn2)c2cc3cc(C)ccc3nc21
  A: 3	B: 1	C: -4	D: 27	E: 3	F: 0	G: 2	H: 15	I: 18
CCCc1nnc2c(N(C)S(=O)(=O)c3ccccc3)nc3ccccc3n12
  A: 5	B: 1	C: -2	D: 7	E: 2	F: -3	G: 0	H: -6	I: 4
COc1ccc(NC(=O)CNC(=O)CC23CC4CC(CC(C4)C2)C3)c(OC)c1
  A: 11	B: 0.98	C: 2	D: 9	E: -1	F: -6	G: -3	H: 6	I: 25
O=C(Nc1nc(-c2ccccc2)cs1)c1ccc2c(c1)S(=O)(=O)c1ccccc1C2=O
  A: -7	B: 0.92	C: 8	D: 2	E: -3	F: -2	G: -1	H: -19	I: 5
CCCCn1c(N)c(N(CC(C)C)C(=O)CSCC(=O)Nc2ccc(OC)cc2)c(=O)[nH]c1=O
  A: 4	B: 0.93	C: 7	D: 5	E: -1	F: -9	G: 6	H: -3	I: -17
CCOc1ccccc1N1CCN(C(=O)c2cc3c(s2)CCC3)CC1
  A: 12	B: 0.96	C: 4	D: 4	E: -4	F: -5	G: -3	H: 32	I: 24
O=C(OCCN1C(=O)c2ccccc2C1=O)c1cc(=O)[nH]c2ccccc12
  A: -24	B: 1	C: -4	D: 25	E: -1	F: -4	G: -2	H: -2	I: 10
CCc1ccccc1NS(=O)(=O)c1ccc2[nH]cc(C(=O)NC3CCCC3)c(=O)c2c1
  A: -18	B: 0.95	C: 5	D: 11	E: 0	F: -4	G: 4	H: 1	I: -5
Cc1ccc(NC(=O)N2CCCC2C(=O)NCc2ccc(Cl)cc2)cc1 (stereo not given)
  A: 5	B: 0.95	C: 5	D: 8	E: -2	F: -8	G: -5	H: 0	I: -4
Cc1ccc(C)c(CN2CCC(CNC(=O)CCc3nnc4ccc(N5CCCCC5)nn34)CC2)c1
  A: 5	B: 1	C: 0	D: -1	E: 8	F: -2	G: -1	H: 3	I: -1
Cc1ccc(C(=O)Nc2ccccc2Oc2ccccc2)o1
  A: 2	B: 0.99	C: 1	D: -6	E: -3	F: -8	G: 2	H: 0	I: 10
CCC(c1nnnn1CCOC)N(Cc1cc2cc(C)c(C)cc2[nH]c1=O)CC1CCCO1 (stereo not given)
  A: -4	B: 0.9	C: 10	D: -3	E: -1	F: 0	G: 2	H: 7	I: 12
O=C(CNc1ccccc1)Nc1cccc2ccccc12
  A: 11	B: 0.92	C: 8	D: 9	E: -3	F: -3	G: 0	H: 10	I: -10

(listing goes on)
Sequence of screens: hIAP block	mIAP act	mIAP inh	NALP3 yeast inh	beta cell repl	A3G deaminase	A3A deaminase	TIM10 inh	tim10-1 inh
COC(=O)CCC(=O)N1CCCC(C(=O)c2ccc(Cl)cc2C)C1 (stereo not given)
    6	1	-4	9	-1	0	-1	-7	-15
CCOC(=O)c1[nH]cnc1C(=O)N1CCC(C)CC1
    -4	0.89	11	5	5	-8	1	-15	-16
COc1cc(NS(=O)(=O)c2ccc(Br)s2)cc(OC)c1
    -11	0.95	4	25	-3	-2	-1	22	10
Cc1oc(-c2ccc(Cl)cc2)nc1CS(=O)CC(=O)NCCCN1CCOCC1 (stereo not given)
    -8	0.98	2	-2	0	-8	-6	-15	15
COc1nc(C)nc2c1sc1nc3c(cc12)COC(C)(C)C3
    -10	1.1	-14	13	-2	-2	-3	8	11
O=C(NCCc1ccc(F)cc1)c1ccc(S(=O)(=O)N2CCCC2)cc1
    3	1	0	12	6	-9	0	22	20
O=C(NCc1cccnc1)c1cn(-c2ccccc2)nc1-c1ccccc1
    7	1.1	-10	13	-3	-11	-2	8	-1
Cc1cc(C)n(-c2nc3ccccc3c(=O)n2OCC(N)=O)n1
    15	0.84	16	14	1	-4	1	-7	21
Cc1cc(C)c(C#N)c(SC(F)F)n1
    2	1.1	-7	-4	-5	-3	-2	8	13
Cc1cc(C)cc(OC(C)C(=O)NCCCn2ccnc2)c1 (stereo not given)
    -9	1	-2	-17	0	-10	-3	10	-10
COC(=O)c1ccccc1NC(=O)NC1CCCCC1
    -25	1.1	-8	24	-3	-4	-6	-7	10
CCOc1ccc(N2CC(C(=O)Nc3ccncc3)CC2=O)cc1 (stereo not given)
    21	1	-2	15	-3	2	2	-4	11
COc1cccc(C(=O)CC(C#N)c2ccc(F)cc2)c1 (stereo not given)
    -5	1	-1	-5	-2	-5	-1	10	13
COC(=O)C(C(=O)Nc1nc2ccccc2s1)C1CCCC1 (stereo not given)
    19	0.91	9	23	-1	-3	-3	-7	14
CN1CCc2c(OCC(=O)N3CCC(Cc4ccccc4)CC3)cccc2C1=O
    -13	1.2	-18	-18	-4	-7	-2	-18	8

Not a retest: an excerpt of the list.
Sequence of screens: hIAP block	mIAP act	mIAP inh	NALP3 yeast inh	beta cell repl	A3G deaminase	A3A deaminase	TIM10 inh	tim10-1 inh
CC(CCc1ccccc1)NC(=O)C1CCN(S(=O)(=O)c2ccc(F)cc2)CC1 (stereo not given)
    -23	1.1	-8	-13	-1	-6	-3	5	13
COc1ccc(-c2ccc(SC)nn2)cc1
    3	0.97	2	20	-4	1	4	10	25

Entries above that contain a cyano group:
Sequence of screens: hIAP block	mIAP act	mIAP inh	NALP3 yeast inh	beta cell repl	A3G deaminase	A3A deaminase	TIM10 inh	tim10-1 inh
Cc1ccc(-c2nnc(-n3ncc(C#N)c3N)c3ccccc23)cc1C
    13	0.94	6	9	-3	1	-2	2	21
Cc1cc(C)c(C#N)c(SC(F)F)n1
    2	1.1	-7	-4	-5	-3	-2	8	13
COc1cccc(C(=O)CC(C#N)c2ccc(F)cc2)c1 (stereo not given)
    -5	1	-1	-5	-2	-5	-1	10	13

The main list resumes, starting two compounds before the break.
Sequence of screens: hIAP block	mIAP act	mIAP inh	NALP3 yeast inh	beta cell repl	A3G deaminase	A3A deaminase	TIM10 inh	tim10-1 inh
COC(=O)C(C(=O)Nc1nc2ccccc2s1)C1CCCC1 (stereo not given)
    19	0.91	9	23	-1	-3	-3	-7	14
CN1CCc2c(OCC(=O)N3CCC(Cc4ccccc4)CC3)cccc2C1=O
    -13	1.2	-18	-18	-4	-7	-2	-18	8
CCCc1[nH]nc2c1C1(CCN(C(=O)OCc3ccccc3)CC1)C(C#N)=C(N)O2
    -20	1.1	-10	1	-2	-4	-6	-3	5
Cc1ccc(N(C)S(=O)(=O)c2cccc(C(=O)NC3=NCCS3)c2)cc1
    -13	0.88	12	19	-2	-2	4	-12	21
Cc1ccn(S(=O)(=O)c2ccc(N3CCCC3=O)cc2)n1
    3	1	-2	1	0	-6	-3	-16	-4
COc1ccc(-c2nc3ccccc3n2CCC(C)C)cc1OC
    5	0.96	4	11	-4	1	0	24	27
Cc1sc2nc(CSC(C)C(=O)Nc3ccc(Cl)cn3)[nH]c(=O)c2c1C (stereo not given)
    2	0.92	8	3	1	-6	0	7	-6
O=C(NCc1ccccc1F)c1cccc(S(=O)(=O)N2CCCCC2)c1
    6	0.97	3	4	0	-6	0	-11	-1
Cc1nnc(Nc2ccc3c(c2)OCO3)c2ccccc12
    -4	1	-4	15	0	-1	-3	7	-2
CCOC(=O)c1nn(-c2ccc(F)cc2)cc1O
    6	1	-4	1	-1	-2	4	-10	-8
COc1ccc(N(C)S(=O)(=O)c2cccc(C(=O)N3CCN(c4ccccc4)CC3)c2)cc1
    -8	0.91	9	27	-5	-5	1	-21	-10
COc1ccc(C(=O)CN2Cc3ccccc3C2=N)cc1
    8	1.1	-9	9	-2	-8	-1	7	1
COc1cccc(C2C(C(C)=O)=C(O)C(=O)N2CCNCCO)c1 (stereo not given)
    -12	1	-3	8	-3	-5	2	-2	-12
COc1cccc(C(=O)N/N=c2\sc3ccccc3n2C)c1
    4	0.81	19	15	0	-11	-7	0	16
O=C(NNC(=O)C1CCCN(S(=O)(=O)c2cccc(F)c2)C1)C1CC1 (stereo not given)
    -18	1.1	-9	-1	-3	-5	-2	-7	10
NC(=O)c1cc(S(=O)(=O)N2CCOCC2)cs1
    -2	1.1	-7	18	0	-4	-2	-13	-7
COC(=O)c1ccccc1NC(=O)CN1C(=O)CSC1=O
    -29	0.84	16	1	-3	-7	-3	-1	7
Cc1cc2oc(=O)cc(CN3CCCCC3)c2cc1C
    -4	1	-5	15	-2	-10	-4	4	28
CC(C)CC(=O)N1CCN(C(=O)c2ccc(F)cc2)CC1
    -11	1	0	12	-1	-21	-4	10	-10

Assay outcomes from PubChem.
